Screening results (PubChem BioAssay)
BLM inh: qHTS Assay for Inhibitors of Bloom's syndrome helicase (BLM); recombinant BLM DNA unwinding, fluorescence dequenching; Potency, µM (doses to about 56.1 µM), for inactives: at the top dose activity change, negative = inhibition, usual class: inhibitors; actives 0.2% (n = 350,000); AID 2528, 2010;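 further: plate controls were vehicle for no effect and no enzyme for full effect; nearly all actives have a fitted effect of over 35% in size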
Target sequence (P54132 whole entry, looked up): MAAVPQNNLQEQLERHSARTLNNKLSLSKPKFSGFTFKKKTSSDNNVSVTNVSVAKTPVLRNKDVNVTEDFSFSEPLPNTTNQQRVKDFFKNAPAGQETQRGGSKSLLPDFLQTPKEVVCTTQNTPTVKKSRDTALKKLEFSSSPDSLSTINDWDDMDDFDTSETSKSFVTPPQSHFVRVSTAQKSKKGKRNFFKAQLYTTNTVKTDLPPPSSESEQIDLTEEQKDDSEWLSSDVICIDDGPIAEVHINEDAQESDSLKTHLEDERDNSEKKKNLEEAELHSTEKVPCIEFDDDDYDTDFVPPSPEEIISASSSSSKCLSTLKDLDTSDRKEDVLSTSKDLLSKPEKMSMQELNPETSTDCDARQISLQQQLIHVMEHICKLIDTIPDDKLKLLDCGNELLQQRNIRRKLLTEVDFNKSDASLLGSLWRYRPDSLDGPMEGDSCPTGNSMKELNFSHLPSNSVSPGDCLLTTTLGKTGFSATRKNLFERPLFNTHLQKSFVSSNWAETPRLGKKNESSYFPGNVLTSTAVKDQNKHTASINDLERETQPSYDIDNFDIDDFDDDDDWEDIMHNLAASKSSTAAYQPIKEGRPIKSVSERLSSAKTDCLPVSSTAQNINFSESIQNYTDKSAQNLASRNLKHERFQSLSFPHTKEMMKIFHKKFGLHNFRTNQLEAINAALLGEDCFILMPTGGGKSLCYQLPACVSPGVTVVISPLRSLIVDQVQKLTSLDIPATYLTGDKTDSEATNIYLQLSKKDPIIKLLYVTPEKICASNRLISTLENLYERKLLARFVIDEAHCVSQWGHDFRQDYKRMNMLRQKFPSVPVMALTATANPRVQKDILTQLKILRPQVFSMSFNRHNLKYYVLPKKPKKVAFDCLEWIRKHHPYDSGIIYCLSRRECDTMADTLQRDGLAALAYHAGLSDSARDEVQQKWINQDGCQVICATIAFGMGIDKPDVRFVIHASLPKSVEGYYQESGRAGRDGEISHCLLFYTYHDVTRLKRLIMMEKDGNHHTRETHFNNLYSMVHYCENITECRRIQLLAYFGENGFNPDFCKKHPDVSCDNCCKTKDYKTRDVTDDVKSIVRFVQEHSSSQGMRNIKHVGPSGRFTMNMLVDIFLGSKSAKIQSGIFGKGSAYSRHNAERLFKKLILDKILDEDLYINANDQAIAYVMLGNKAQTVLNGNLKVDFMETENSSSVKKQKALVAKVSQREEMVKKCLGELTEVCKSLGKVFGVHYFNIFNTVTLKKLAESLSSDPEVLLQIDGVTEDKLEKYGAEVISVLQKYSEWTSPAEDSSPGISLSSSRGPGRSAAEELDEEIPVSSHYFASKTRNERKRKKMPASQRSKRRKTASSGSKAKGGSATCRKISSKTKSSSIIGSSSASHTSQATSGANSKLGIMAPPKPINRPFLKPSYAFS
APE1 inh: qHTS Assay for Inhibitors of the Human Apurinic/apyrimidinic Endonuclease 1 (APE1); DNA repair nuclease/redox regulator APEX1 (Homo sapiens), P27695; recombinant APE1, TAMRA/BHQ-2 abasic DNA cleavage fluorescence; Potency, µM (highest dose often 65.8 µM), for inactives: top-dose activity change, negative = inhibition, usual class: inhibitors; actives 0.35% (n = 350,000); AID 2517, 2012;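 further: plate controls were vehicle for no effect and reference inhibitor for full effect; nearly all actives have a fitted effect of over 55% in size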
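Kinetic fluorescence read (525 ex/598 em nm, three reads 60 s apart) of AP-site incision; signal = third minus first read. Enzyme 0.75 nM, dual-labelled THF duplex 50 nM, compound preincubation 15 min RT.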
POLH inh: qHTS for Inhibitors of Polymerase Eta; recombinant Pol eta, fluorescent DNA replication assay; actives 1.2% (n = 390,000); Potency, µM (highest dose often 114 µM), for the others: top-dose activity change, negative = inhibition, actives largely listed as inhibitors; further: on the % scale 0 is the no-effect control and ±100 the full control effect
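Pol eta (10 nM) was preincubated with compounds for 15 min at room temperature, after which fluorescent replication substrate (50 nM final) was added to start the reaction. Fluorescence was read kinetically at 0 and 10 min.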
POLB inh: qHTS Assay for Inhibitors of DNA Polymerase Beta. Potency, µM (series often up to 114 µM), for inactives: at the top dose activity change, negative = inhibition, hits mostly inhibitors. actives 1.3% (n = 340,000). Pol beta primer extension/strand displacement, fluorescence kinetic. AID 485314, 2010. P06746; further: on the % scale 0 is the no-effect control and ±100 the full control effect
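Human Pol beta at 10 nM; strand-displacement substrate 50 nM final. Compound exposure 15 min at room temperature before start, reaction 10 min at room temperature.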
POLI inh: qHTS for Inhibitors of Polymerase Iota; DNA polymerase iota (Homo sapiens), Q9UNA4; Potency, µM (series often up to 115 µM), for inactives: at the highest dose activity, negative = inhibition, usual class: inhibitors; actives 1% (n = 390,000); Pol iota fluorescent replication assay, 10 min
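Pol iota at 10 nM preincubated 15 min with compounds at room temperature; reaction started with fluorescent substrate, 50 nM final. Fluorescence read kinetically at 0 and 10 min; buffer-only wells as negative control.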
Pol kappa inh: qHTS for Inhibitors of Polymerase Kappa; DNA polymerase kappa (Homo sapiens), Q9UBT6; purified Pol kappa, fluorescent DNA synthesis assay, 10 min; Potency, µM (top dose mostly 107 µM), for inactives: top-dose activity, negative = inhibition, actives largely listed as inhibitors; actives 0.53% (n = 400,000); further: on the % scale 0 is the no-effect control and ±100 the full control effect
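Activity was followed as the change in fluorescence between reads at 0 and 10 min after starting the reaction with 50 nM substrate. Beforehand, 10 nM polymerase had been preincubated with compound for 15 min at room temperature.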
JMJD2A Tudor: qHTS Assay for Inhibitors of JMJD2A-Tudor Domain; Lysine-specific demethylase 4A (Homo sapiens), O75164; AlphaScreen JMJD2A-Tudor / H3K4me3 peptide binding; Potency, µM (top dose mostly 114 µM), for inactives: at the top dose activity change, negative = inhibition, usual class: inhibitors; actives 4.4% (n = 390,000); further: on the % scale 0 is the no-effect control and ±100 the full control effect; nearly all actives have a fitted effect of over 50% in size
BAZ2B inh: qHTS Assay for Inhibitors of BAZ2B. AlphaScreen BAZ2B-H3K14Ac peptide displacement. Potency, µM (highest dose often 114 µM), without a hit: at the top dose activity change, negative = inhibition, hits mostly inhibitors. Bromodomain adjacent to zinc finger domain protein 2B (Homo sapiens), Q9UIF8. actives 4.4% (n = 360,000); further: on the % scale 0 is the no-effect control and ±100 the full control effect; nearly all actives have a fitted effect of over 60% in size
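AlphaScreen luminescence quantifies BAZ2B engagement of H3K14Ac peptide; the protein and biotinylated peptide are both at 50 nM final, buffer PBS pH 7.4 with 0.01% Tween-20, all steps at room temperature.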
G9a inh: qHTS Assay for Inhibitors of Histone Lysine Methyltransferase G9a. Histone-lysine N-methyltransferase EHMT2 (Homo sapiens), Q96KQ7. G9a H3K9 monomethylation, AlphaScreen, 2 h. Potency, µM (top dose mostly 102 µM), without a hit: top-dose activity, negative = inhibition, hits mostly inhibitors. actives 8.8% (n = 350,000). AID 504332, 2011; further: on the % scale 0 is the no-effect control and ±100 the full control effect; nearly all actives have a fitted effect of over 75% in size
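G9a (20 nM) preincubated 15 min RT with compounds, then 500 nM biotinylated H3K9 peptide and 20 uM SAM added; 2 h RT reaction. Monomethyl-H3K9 product detected by AlphaScreen with anti-H3K9me1 antibody, streptavidin donor and anti-rabbit IgG acceptor beads.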
* marks the source's active call; other numbers are inactive results; ? = inconclusive; . = not tested or not shown; [ ] = remark or other dose. The call rests on the fitted dose curve; in most records, active means well fitted curve in the direction sought with a large enough effect; inconclusive means small, poorly fitted or top-dose-only effect, or another doubt; inactive means no such curve, though single readings can be large; an effect the other way counts as inactive or inconclusive. Potency means the concentration at half of the fitted maximal effect. These rows are one share of the data, so the mix of outcomes need not match the whole.

BLM inh,APE1 inh,POLH inh,POLB inh,POLI inh,Pol kappa inh,JMJD2A Tudor,BAZ2B inh,G9a inh,Structure
6%,1%,-6%,31%,11%,-12%,-5%,-9%,?,COc1ccc(C2/C(=C(/O)c3ccccc3)C(=O)C(=O)N2c2ncccn2)cc1OC (configuration not stated)
-2%,2%,-2%,3%,46%,12%,-2%,1%,.,CCOC(=O)COc1cccc(C2NC(=O)c3ccccc3O2)c1 (configuration not stated)
7%,-1%,-15%,?,13%,-19%,-17%,1%,50µM*,COc1ccc(S(=O)(=O)NC(C)C(=O)Nc2cccc([N+](=O)[O-])c2)cc1 (configuration not stated)
-1%,11%,-14%,7%,16%,0%,-14%,1%,-30%[59 µM],COc1cc2c(cc1OC)C(c1cccs1)NCC2 (configuration not stated)
-2%,-2%,-5%,6%,-5%,-16%,-17%,7%,3%,COc1ccc(-c2nc(-c3ccccc3)[nH]c(=O)c2C#N)cc1
0%,0%,-11%,39%,10%,2%,5%,-2%,33%[0.501 µM],O=C(NNC(=O)c1ccccc1-n1cccc1)c1cccc(Cl)c1
1%,2%,-15%,37%[activator],2%,-3%,-14%,-3%,?,Cc1cc(C)n(C(=O)c2ccc(S(=O)(=O)N3CCOCC3)cc2)n1
-1%,.,-11%,1%,1%,5%,-6%,-10%,-8%[59 µM],Cc1ccc(CNC(=O)CSc2ncc3c(n2)-c2ccc(Cl)cc2N(Cc2ccccc2)S3(=O)=O)cc1
-5%,16%,-5%,21%,9%,-9%,-15%,-17%,-1%,CCc1ccc(OCC(=O)N2CCN(c3ccccn3)CC2)c(Br)c1
2%,8%,-15%,0%,-4%,-9%,-9%,6%,-4%,Cc1cc(C)nc(NS(=O)(=O)c2ccc(N3C(=O)C4C5C=CC(C5)C4C3=O)cc2)n1 (configuration not stated)
-11%,-5%,-13%,6%,-11%,-11%,?,?,?,Cc1onc(-c2ccccc2)c1C(=O)N/N=C/c1cc(Br)c(Br)o1
-9%,.,-20%,5%,24%,-5%[60.1 µM],0%,1%,8%[59 µM],COc1cccc(C2=C(C(C)=O)Sc3nnc(C4CCCCC4)n3N2C(C)=O)c1
-6%,1%,-19%,10%,16%,-3%,36%[activator],20%,-1%,CC(C)COc1nc2ccccc2nc1C(C#N)C(=O)NC1CCCCC1 (configuration not stated)
-9%,-2%,-9%,21%,59%[activator],-19%,-31%,.,-34%,CC(C)(C)c1csc(NNC(=O)c2ccc(Br)cc2)n1
-6%,.,-11%,-12%,21%,-8%,-10%,.,-48%[59 µM],COc1ccc(-n2nc(C(=O)N3CCCCC3C)c3c4ccccc4n(C)c3c2=O)cc1Cl (configuration not stated)

An excerpt of these results, with values under each structure.
Order of results – BLM inh	APE1 inh	POLH inh	POLB inh	POLI inh	Pol kappa inh	JMJD2A Tudor	BAZ2B inh	G9a inh
COc1cc2c(cc1OC)C(c1cccs1)NCC2 (configuration not stated)
 : -1%	11%	-14%	7%	16%	0%	-14%	1%	-30%[59 µM]
COc1ccc(-c2nc(-c3ccccc3)[nH]c(=O)c2C#N)cc1
 : -2%	-2%	-5%	6%	-5%	-16%	-17%	7%	3%
O=C(NNC(=O)c1ccccc1-n1cccc1)c1cccc(Cl)c1
 : 0%	0%	-11%	39%	10%	2%	5%	-2%	33%[0.501 µM]
Cc1cc(C)n(C(=O)c2ccc(S(=O)(=O)N3CCOCC3)cc2)n1
 : 1%	2%	-15%	37%[activator]	2%	-3%	-14%	-3%	?
Cc1ccc(CNC(=O)CSc2ncc3c(n2)-c2ccc(Cl)cc2N(Cc2ccccc2)S3(=O)=O)cc1
 : -1%	.	-11%	1%	1%	5%	-6%	-10%	-8%[59 µM]
CCc1ccc(OCC(=O)N2CCN(c3ccccn3)CC2)c(Br)c1
 : -5%	16%	-5%	21%	9%	-9%	-15%	-17%	-1%
Cc1cc(C)nc(NS(=O)(=O)c2ccc(N3C(=O)C4C5C=CC(C5)C4C3=O)cc2)n1 (configuration not stated)
 : 2%	8%	-15%	0%	-4%	-9%	-9%	6%	-4%
Cc1onc(-c2ccccc2)c1C(=O)N/N=C/c1cc(Br)c(Br)o1
 : -11%	-5%	-13%	6%	-11%	-11%	?	?	?
COc1cccc(C2=C(C(C)=O)Sc3nnc(C4CCCCC4)n3N2C(C)=O)c1
 : -9%	.	-20%	5%	24%	-5%[60.1 µM]	0%	1%	8%[59 µM]
CC(C)COc1nc2ccccc2nc1C(C#N)C(=O)NC1CCCCC1 (configuration not stated)
 : -6%	1%	-19%	10%	16%	-3%	36%[activator]	20%	-1%
CC(C)(C)c1csc(NNC(=O)c2ccc(Br)cc2)n1
 : -9%	-2%	-9%	21%	59%[activator]	-19%	-31%	.	-34%
COc1ccc(-n2nc(C(=O)N3CCCCC3C)c3c4ccccc4n(C)c3c2=O)cc1Cl (configuration not stated)
 : -6%	.	-11%	-12%	21%	-8%	-10%	.	-48%[59 µM]

(further entries)
BLM inh,APE1 inh,POLH inh,POLB inh,POLI inh,Pol kappa inh,JMJD2A Tudor,BAZ2B inh,G9a inh,Structure
1%,3%,-19%,1%,18%,2%,-7%,19%,-33%,Cc1ccccc1C(=O)NC1CCN(Cc2nnnn2Cc2ccc(F)cc2)CC1
-7%,-1%,3%,4%,-4%,0%,-19%,3%,0%,CC1(C)CC(=O)C=C(Nc2cc(-c3ccccc3)[nH]n2)C1
-5%,-3%,-9%,-2%,-16%,6%,-19%,?,10%[59 µM],Cc1nc(-c2cccc(S(=O)(=O)N3CCCC(C)C3)c2)cs1 (configuration not stated)
1%,28%,-3%,?,-26%,-6%,-15%,-13%,18%,CCC(Cc1ccccc1)NS(=O)(=O)c1c(C)nc2sccn2c1=O (configuration not stated)
-2%,0%,-11%,-5%,38%[activator],-9%,-24%,-35%,-15%,O=C1CC(c2ccco2)CC(O)=C1C=NCCN1CCN(C(=S)Nc2ccccc2)CC1 (configuration not stated)
0%,.,-3%,19%,18%,1%[60.1 µM],-8%,-4%,9%[59 µM],CCOc1ccc(N(C)C(=O)C2CCN(S(=O)(=O)c3ccc4c(c3)CCCN4C(C)=O)CC2)cc1
-6%,?,6.3µM*,20µM*,50µM*,35µM*,50µM*,56µM*,40µM*,O=C(CC1Sc2ccccc2NC1=O)Nc1cccc(C(=O)O)c1 (configuration not stated)
-11%,-4%,-10%,-4%,15%,-1%,21%,71%[activator],59%[activator],COc1cccc(-c2onc3ccc(C4(C)OCCO4)cc23)c1
2%,-2%,-7%,1%,14%,-13%,-15%,.,-2%,Cc1ccc(NC(=O)Cn2nc(C)c(S(=O)(=O)N(C)C)c2C)cc1
.,-4%,-4%,.,21%,-1%,-4%,-4%,17%[0.501 µM],CCC(=O)c1ccc(OCC(=O)N2CCN(c3ncccn3)CC2)cc1
-6%,.,-18%,1%,-5%,-5%,-18%,-18%,-31%[59 µM],CCc1cccc(N2C(=O)CSC23C(=O)N(Cc2ccccc2F)c2ccccc23)c1 (configuration not stated)
.,0%,2%,.,11%,-14%,6%,48%[activator],?,CC(C#N)(NC(=O)COC(=O)c1ccccc1NCCO)C1CC1 (configuration not stated)
-12%,-9%,-17%,-18%,-2%,-21%,-13%,-2%,-1%[59 µM],CCOC(=O)c1ccc(NC(=O)CN(Cc2ccc(Cl)cc2)S(C)(=O)=O)cc1
-9%,3%,?,2%,16%,-2%,?,?,-3%[59 µM],Cc1[nH]c2ccccc2c1C(=O)/C=C/c1ccccc1Cl
-1%,9%,9%,41%,-27%,6%,-36%,-37%,-51%[59 µM],N/C(=N\c1nc2c(c(=O)[nH]1)CCCC2)Nc1ccccc1
1%,-1%,-9%,-2%,-10%,-1%,11%,-1%,13%[2.33 µM],CC1(C)CC2CC(C)(CN2C(=O)CCCN2C(=O)c3ccccc3C2=O)C1 (configuration not stated)
-1%,-3%,-2%,0%,6%,-6%,-1%,7%,11%,O=C(Nc1ccc(SC(F)F)cc1)C12CCC(CC1)C2
3%,-6%,-13%,-13%,-12%,-13%,8.9µM*,?,1µM*,COc1ccc(C(Nc2ccccn2)c2oc(CO)cc(=O)c2O)cc1 (configuration not stated)
-2%,22%,-9%,1%,4%,0%,-5%,-18%,-47%,Cc1ccc(C(=O)NCc2ccncc2)cc1S(=O)(=O)Nc1cccc(C)c1C
-7%,1%,-18%,-21%,3%,-16%,-6%,13%,13%[59 µM],O=C(Nc1ccn(-c2ccccc2)n1)c1ccc(Cl)cc1
1%,-11%,-13%,-23%,85%[activator],-12%,-17%,0%,-26%,CCN(CCCNC(=O)CSc1cc(=O)n(C)c2cc(Cl)ccc12)Cc1ccccc1
-9%,-4%,8%,-5%,86%[activator],-14%,-14%,-6%,?,NS(=O)(=O)c1ccc(CCNC(=O)/C=C/c2ccc([N+](=O)[O-])cc2)cc1
3%,8%,-18%,2%,8%,-9%,0%,-13%,14%[59 µM],O=C(O)/C=C\C(=O)N1CCc2ccccc21
.,-3%,-13%,.,-21%,-12%,-1%,-38%,-8%[2.33 µM],CC(OC(=O)c1n[nH]c2ccccc12)C(=O)Nc1ccccc1[N+](=O)[O-] (configuration not stated)
-1%,6%,-19%,21%,15%,-7%,8%,1%,?,S=C(NCCCN1CCOCC1)Nc1ccc(Cl)cc1Cl
-3%,-2%,2%,-23%,3%,-22%,-11%,2%,-28%[12.7 µM],N#CC1=C(N)OC2=C(C(=O)CCC2)C1C1C=CCCC1 (configuration not stated)
-3%,-1%,-10%,0%,3%,-12%,12%,4%,2%[59 µM],Cc1cc(C)cc(OCc2nnc(SCC(=O)Nc3ccccc3)o2)c1
